# GC-B act: human GC-B receptor activators, primary screen, HEK293 GC-B cells, cGMP TR-FRET, EC30 CNP; hit rate 0.11% among 370,000; 0% at EC30 CNP, 100% saturating CNP; AID 1920062, 2024; Atrial natriuretic peptide receptor 2 (Homo sapiens), P20594; activation, % at 10 µM;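 active = activation at 10 µM reaching about 35% in either raw or pattern-adjusted values, limit read from the data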
# ssDAF-12 act: S. stercoralis DAF-12 nuclear receptor activators, primary screen, cell-based, luminescence, HEK293, GRIP1 co-expression, lit1-tk-luc; Nuclear hormone receptor DAF-12 (Strongyloides stercoralis); HEK293 ssDAF-12/GRIP1 lit1-tk-luc reporter; % of 3 µM dafachronic acid response; activation, % at 6.8 µM; hit rate 1% among 370,000;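 active = activation above the mean over all tested compounds plus 3 SD, cut at about 0.9% in these data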;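 note: 0% = DMSO-only wells and 100% = 3 µM delta7-dafachronic acid wells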
# DAX1 inh-1: DAX1 (NR0B1) inhibitors, primary screen, cell-based, HEK293, Gal4-DAX1, luciferase luminescence. inhibition, % at 6.75 µM. hit rate 0.99% among 340,000. AID 504766, 2011. HEK293 Gal4-DAX1 luciferase reporter. Nuclear receptor subfamily 0 group B member 1 (Homo sapiens), P51843;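 active = inhibition above the mean over all tested compounds plus 3 SD, cut at about 4.2% in these data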;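 note: 0% = DAX1-transfected cells with DMSO and 100% = empty-vector control cells with DMSO; inhibition shows as a rise in luminescence from relieved DAX1 repression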
# SMARCA2 act: SMARCA2 (BRM) function activators, primary screen, cell-based, luminescence, high throughput; activation, % at 9.1 µM; MG213 cells, MMTV-luciferase reporter, dexamethasone, overnight; hit rate 1% among 370,000; in the data active = activation above about 7.8%;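 note: 0% = vehicle wells and 100% = reference activator wells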
# hcDAF12 agonist: H. contortus DAF-12 nuclear receptor activators, primary screen, cell-based, luminescence, HEK293, lit1-tk-luc reporter; HEK293 hcDAF-12 lit1-tk-luc reporter; 0% DMSO, 100% Δ7-dafachronic acid; activation, % at 6.8 µM; hit rate 1.4% among 370,000; AID 652067, 2013;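 active = activation above the mean of all tested compounds plus 3 SD, cut at about 5.5% in these data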;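 note: 100% = response to 3 µM Δ7-dafachronic acid high control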
# FXN GAA850 act: FXN promoter activators, primary screen, cell-based, luciferase luminescence, HEK293 lucGAA850 | HEK293 lucGAA850 FXN promoter luciferase reporter, 24 h; percent of 10 µM SAHA response | activation, % at 6 µM | hit rate 0.56% among 360,000 | AID 540364, 2011;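 active = activation above the average of all compounds screened plus 3 SD, cutoff fixed separately per campaign, cut at about 7.5% in these data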;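 note: 0% = DMSO wells and 100% = 10 µM SAHA wells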
# HGIII-sPLA2 inh: human group III sPLA2 inhibitors, primary screen, biochemical, QFRET, BODIPY PC-A2 liposome substrate; Group 3 secretory phospholipase A2 (Homo sapiens), Q9NZ20; hit rate 0.56% among 370,000; QFRET BODIPY PC-A2 liposome hydrolysis, fluorescence; inhibition, % at 12.2 µM; AID 743126, 2013;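 active = inhibition above mean plus 3 SD of compounds lying within the high and low control bounds, cut at about 19% in these data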;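 note: 0% = median of test compound wells and 100% = no enzyme DMSO wells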
# NPR1 activator: GC-A stimulated cGMP production enhancers – HEK293 GC-A cells, cGMP TR-FRET, EC30 ANP, primary screen; Atrial natriuretic peptide receptor 1 (Homo sapiens), P16066; hit rate 0.14% among 370,000; 0% at EC30 ANP, 100% saturating ANP; AID 1671463, 2021; activation, % at 10 µM; in the data active = activation above about 40%
# Target sequence (P16066 whole entry, looked up): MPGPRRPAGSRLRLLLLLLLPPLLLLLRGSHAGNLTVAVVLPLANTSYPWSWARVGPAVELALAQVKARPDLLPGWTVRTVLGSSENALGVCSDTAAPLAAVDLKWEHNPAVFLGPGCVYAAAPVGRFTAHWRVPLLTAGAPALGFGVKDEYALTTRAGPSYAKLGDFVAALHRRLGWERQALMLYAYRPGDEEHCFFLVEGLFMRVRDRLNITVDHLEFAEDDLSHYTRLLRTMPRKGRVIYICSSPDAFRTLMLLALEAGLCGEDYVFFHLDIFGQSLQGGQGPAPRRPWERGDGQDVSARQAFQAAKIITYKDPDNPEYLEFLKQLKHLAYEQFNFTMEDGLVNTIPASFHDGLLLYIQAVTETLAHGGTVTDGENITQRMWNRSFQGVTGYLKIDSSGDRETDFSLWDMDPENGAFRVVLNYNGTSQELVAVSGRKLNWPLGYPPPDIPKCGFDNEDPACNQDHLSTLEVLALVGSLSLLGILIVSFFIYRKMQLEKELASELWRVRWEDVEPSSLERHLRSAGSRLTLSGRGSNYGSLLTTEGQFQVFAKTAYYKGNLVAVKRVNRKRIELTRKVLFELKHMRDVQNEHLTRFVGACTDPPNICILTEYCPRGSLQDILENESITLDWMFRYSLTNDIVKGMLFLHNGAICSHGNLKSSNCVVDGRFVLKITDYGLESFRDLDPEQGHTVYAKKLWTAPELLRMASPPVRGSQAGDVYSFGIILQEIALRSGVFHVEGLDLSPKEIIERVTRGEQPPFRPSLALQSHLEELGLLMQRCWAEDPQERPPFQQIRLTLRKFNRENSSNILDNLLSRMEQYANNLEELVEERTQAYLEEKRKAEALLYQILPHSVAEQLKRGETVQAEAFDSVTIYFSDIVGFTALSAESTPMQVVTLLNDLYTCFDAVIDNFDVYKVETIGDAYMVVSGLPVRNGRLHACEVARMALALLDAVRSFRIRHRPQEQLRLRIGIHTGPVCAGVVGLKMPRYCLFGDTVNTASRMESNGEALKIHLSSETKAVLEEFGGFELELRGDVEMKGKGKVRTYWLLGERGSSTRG
# DAX1 inh-2: DAX1 (NR0B1) inhibitors on StAR promoter, primary screen, cell-based, luminescence, SF-1 (NR5A1), full-length DAX-1. HEK293T StAR-luciferase reporter, SF-1/DAX-1 repression relief. inhibition, % at 6.8 µM. hit rate 1.1% among 370,000. AID 652010, 2013;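 active = inhibition above the mean over all tested compounds plus 3 SD, cut at about 3.6% in these data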;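 note: 0% = DAX-1 cells with DMSO and 100% = cells lacking DAX-1 with DMSO; higher inhibition means more luminescence from relief of DAX-1 repression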
# proKLK7 act: proKLK7 zymogen activators, primary screen, biochemical, fluorescence intensity; Kallikrein-7 (Homo sapiens), P49862; purified proKLK7, EDANS-DABCYL substrate fluorescence; 100% is mature enzyme control, 0% vehicle; activation, % at 7 µM; hit rate 0.9% among 370,000;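 active = activation above the mean of all tested compounds plus 3 SD, computed per campaign excluding outliers beyond control limits, cut at about 13% in these data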
# hgDAF-12 ag: H. glycines DAF-12 receptor agonists, primary screen, cell-based, luminescence, HEK293, GAL4 fusion, UAS-luciferase. HEK293 GAL4-hgDAF12 UAS-luciferase reporter, agonist luminescence; normalized to butyrate control. activation, % at 6.8 µM. hit rate 1.8% among 370,000. AID 687014, 2013;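 active = activation above a cutoff set at the mean of all screened compounds plus 3 SD, cut at about 10% in these data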;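 note: 0% = DMSO wells and 100% = sodium butyrate wells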
# * hit, by the source's call; · = no result given; & = joins results of further samples.
# Screens in order: DAX1 inh-2, hcDAF12 agonist, ssDAF-12 act, NPR1 activator, DAX1 inh-1, GC-B act, FXN GAA850 act, SMARCA2 act, proKLK7 act, HGIII-sPLA2 inh, hgDAF-12 ag
Cc1ccc(OCc2nnc(SCc3nc4ccccc4[nH]3)n2Cc2ccco2)cc1
    -2.8, -2.3, -1.8, -18, -2.5, -11, -1.1, -2, 0.6, -25, -5.8
O=C1C=C(NCc2ccncc2)CC(c2ccccc2)C1 (stereo not given)
    0.1, -0.9, -1.2, 1, 1.2, 0, 1.2, 1, -0.3, 10, -1.2
CCCNC(=O)c1ccccc1NC(=O)CN(c1ccccc1)S(=O)(=O)N(C)C
    -0.1, -2.0, -1.4, 0, 0.1, 2, -0.1, -1, 0.4, -4, 1.3
CCN(CC)c1cc(C)c2cc(NC(=O)CNC(C)=O)ccc2n1
    0.5, 0.5, -0.7, 11, -0.7, -4, 0.9, 3, -16, -3, -9.7
CCOc1ccc(CNC(=O)NS(=O)(=O)c2ccc(OC)cc2)cc1
    0.3, -1.4, -1.4, -4, 0.8, 1, 0.4, 1, -0.2, 4, 1.3
CN1CCN(c2ccc3sc(-n4ccc5ccccc54)nc3c2)CC1
    1.3, 2.3, -0.9, 10, 2.7, -3, -2.3, 0, -0.4, 1, 0.8
CC(NC(=O)c1ccc2nc(Cc3cccc(Cl)c3)oc2c1)c1ccncn1 (stereo not given)
    0.5, -2.2, -0.9, 4, 0.9, 0, 2.2, -2, -0.8, -11, 1.6
O=C(O)C1CSC(c2ccccc2)N1C(=O)c1ccco1 (stereo not given)
    -0.3, -2.5, -1.1, 2, 0.8, 9, 1.6, -2, -0.4, -3, -1.4
C=C(C)CNC(=O)CCc1nnc(C2(c3ccc(Cl)cc3)CCC2)o1
    0.7, -0.6, 0.6, -8, 0.0, 3, 6.1, 4, -0.1, 2, 7.7
Cn1nnnc1SCC(=O)Nc1ccc2c(c1)OCO2
    2.1, 0.0, -1.1, 1, 1.7, 7, 3.0, 3, 0.5, 0, 5.2
COc1ccccc1C1CCN(C(=O)c2ccc(Cl)cc2)CC1
    -0.8, -0.3, -0.9, 1, -0.5, 2, 0.8, -1, -0.8, -10, -1.9
COc1cc(/C=C(/NC(=O)c2ccc(Cl)cc2Cl)C(=O)O)cc(OC)c1OC
    0.5, 0.2, -0.8, 1, 1.3, 2, -3.3, -2, -0.6, -2, -0.7
Cc1ccc(N/N=C2/CCCNC2=O)cc1
    0.0, 1.0, -0.2, 0, 0.0, 0, 2.1, 2, 0.9, 3, 1.1
Cn1c(=O)c2sccc2n(Cc2cccc(Br)c2)c1=O
    -0.9, -3.2, -1.4, -9, 1.4, -10, 3.3, -4, -0.1, -2, -0.3
CN(C)C(=O)CSc1nnc(Cc2ccccc2)n1Cc1ccco1
    -1.0, -1.3, -0.5, 4, -0.1, 3, 3.5, -3, 0.5, 6, -2.5
COc1cc(NC(=O)c2nccnc2N)cc(C(=O)Nc2cccc(C(F)(F)F)c2)c1
    0.7&-0.5, 0.0&0.3, 0.0&-0.2, 0&4, 1.0&-2.1, 8&7, -1.1&0.1, -2&1, -0.3&0.2, 13&8, 1.2&0.5
CCC(=O)Oc1cccc(C(=O)Nc2cccc(NC(=O)c3ccco3)c2)c1
    -0.3, -0.4, -0.8, -2, -0.9, 2, -1.0, 1, 0.2, -6, -1.3
O=C(O)c1ccc(C=NNC(=O)c2cc(-c3ccc(Cl)cc3)n[nH]2)cc1
    -0.2, -1.1, -1.3, -1, ·, -3, ·, -2, 0.5, 5, -0.9
O=c1[nH]c(SCc2ccc(Cl)cc2)nc2ccsc12
    1.2, 1.9, -0.2, -2, ·, -7, ·, 2, 0.7, -7, 3.5
Cc1ccc(C(=O)N2CC(=O)Nc3ccc(F)cc3C2c2ccccc2)cc1 (stereo not given)
    -0.2, -2.2, -1.4, -12, 0.6, -2, 1.8, -1, 0.0, -3, -2.1
CC(=O)Nc1cccc(NC(=O)c2c(-c3ccccc3Cl)noc2C)c1
    -1.0, -2.0, -0.6, -2, 0.5, 1, -3.0, -2, 0.6, 2, -0.3
c1ccc2c(c1)nc(CN1CCOCC1)n1c3ccccc3nc21
    -0.1, -1.7, -1.0, 8, 1.2, 5, 2.3, -1, 0.2, 5, 2.7
COc1ccccc1N(CC(O)CN1CCOCC1)S(=O)(=O)c1ccccc1 (stereo not given)
    -0.1, -0.8, -0.8, -2, 1.0, 3, 0.7, -1, 0.2, -2, 5.2
COc1ccc(NC(=O)c2cc(C3CCCCN3S(=O)(=O)Cc3ccccc3)on2)cn1 (stereo not given)
    2.8, 0.9, -1.0, 2, ·, 2, 0.5, 1, 0.1, -6, 11*
Cc1cc2cc(CNC(=O)c3cccs3)ccc2n1C
    1.1, 0.7, -1.7, 1, -0.4, -6, -0.6, 2, -0.4, -2, -2.2
Cc1cc2cc(C)c3nnc(SCC(=O)NCc4ccco4)n3c2cc1C
    -0.5, -1.0, -1.2, -11, -0.6, 0, 1.8, 3, -0.2, -8, 1.8
COc1ccc(N(CC(=O)Nc2ccccc2Cl)S(=O)(=O)c2ccc(C)cc2)cc1OC
    0.2, 0.3, -1.8, -3, -0.9, -6, -2.4, -2, 0.5, -11, -1.7
COc1ccc(NC(=O)CN(C)C(=O)C2CC(=O)N(Cc3ccc(C)cc3)C2)cc1 (stereo not given)
    0.1, 0.3, -0.1, 1, 0.5, -2, 1.6, -2, 0.5, 14, 0.8
O=C(CN(Cc1ccco1)C(=O)c1ccc(F)cc1F)Nc1ccccc1C(F)(F)F
    1.6, -0.7, -0.6, 1, -0.5, -2, 4.3, 5, 0.3, -2, 0.7
O=C(OCc1cc(=O)c(OC(=O)c2ccccc2)co1)c1ccccc1
    -0.7, 0.3, -0.4, 2, -1.5, 1, 2.0, -2, 0.6, -4, 1.1
CC1CN(C(=O)C2CC(=O)N(c3ccc(Cl)cc3)C2)CC(C)O1 (stereo not given)
    -0.4, 0.3, -1.4, 3, 3.1, 4, -0.5, -1, -0.6, -3, 0.4
C/C(=N\Nc1nc2ccc(Cl)cc2o1)c1ccccc1
    0.1, -0.7, -0.5, 2, ·, 2, 1.4, -2, 0.6, -3, 2.0
Nc1c(C(=O)CSc2nnc(COc3ccc(Cl)cc3)o2)c(=O)[nH]c(=O)n1C1CC1
    1.8, -0.7, -0.7, 15, -0.5, -5, 0.5, -1, -0.9, 7, -1.4
COc1ccc(-c2cnc3nc(/N=C/N(C)C)nn3c2/N=C/N(C)C)cc1
    -0.2, -1.0, -1.5, 1, 0.3, -8, 0.8, 3, 1.3, -2, -1.6
O=C1c2[nH]c(=O)[nH]c(=O)c2CN1Cc1ccccc1
    -0.5, -1.5, -1.0, 1, 0.8, 0, 1.1, -4, -0.9, 13, -0.2
Brc1ccc(CN2CCN(c3ccccc3)CC2)o1
    -0.2, 1.2, -1.5, 3, 0.0, 1, -1.0, -3, 0.5, 0, 3.1
O=C(CN1C(=O)CCS(=O)(=O)c2ccccc21)Nc1ccccc1F
    0.1, 1.0, -0.8, -3, 1.3, 1, -0.1, -5, -0.5, 1, -0.2
CCCCCc1cc(=O)oc2c(C(CCN3CCN(c4ccccc4)CC3)c3ccc4c(c3)OCO4)c(OC)cc(OC)c12 (stereo not given)
    -0.3, -1.2, -1.6, -1, -1.2, -2, 2.1, 0, -0.9, 0, 0.2
Cc1ccc(OCC(=O)N2CCCCC2C)c([N+](=O)[O-])n1 (stereo not given)
    -0.1, 0.5, -1.5, 3, 0.5, 1, 2.3, -2, -0.2, 12, -0.8
CCOc1ccc2nc(NCCNC(=O)c3cc(OC)c(OC)c(OC)c3)c(C#N)cc2c1
    -0.3, -1.4, -1.0, 9, 0.0, 3, 0.5, -2, -2.5, 3, -0.1
O=C1CCN(Cc2ccccc2)C=C1C(=O)c1ccccc1
    -1.2, -1.5, -1.5, 3, -1.5, 8, -0.9, -5, -0.8, 10, -3.0
CN(C)CCN1CCN(C2CN(Cc3ccc([N+](=O)[O-])cc3)S(=O)(=O)C2)CC1 (stereo not given)
    -0.3, 0.5, -1.1, 0, ·, -2, ·, -2, 0.7, -2, 5.7
COCCNC(=O)CSc1nc2cc(OC)c(OC)cc2c(=O)n1Cc1ccc(OC)cc1
    -0.2, -0.8, -1.4, 6, 3.9, 8, 0.1, 4, 0.1, -3, -2.3
CCCCCCSc1ccc([C@H]2N[C@@](Cc3ccccc3)(C(=O)OC)[C@H]3C(=O)N(C)C(=O)[C@@H]23)cc1OC
    0.2, 0.4, -1.7, -2, 0.2, -6, 0.8, 1, -0.4, 6, 1.5
CCN(c1ccccc1)S(=O)(=O)c1ccc(Oc2ccc(-n3ccnc3)cc2)nc1
    -1.6, -2.2, -1.6, -1, -0.9, 0, -0.5, -4, 0.7, -6, -0.9
CCOC(=O)c1c(NC(=O)c2ccco2)sc2c1CCCC2
    -0.5, -1.2, -0.9, 0, 0.8, -8, -2.1, 0, 0.2, 0, 1.3
CC(=O)Nc1ccc(S(=O)(=O)N(Cc2cc3ccc(C)cc3[nH]c2=O)CC2CCCO2)cc1 (stereo not given)
    0.6, -3.4, -1.7, 2, 0.4, 3, -1.7, -1, -0.3, -4, -2.9
CCCC(NC(=O)c1ccc(Br)o1)c1nc2ccccc2[nH]1 (stereo not given)
    -0.4, -0.3, -1.9, -10, -0.1, -9, -3.8, -4, 0.0, -3, 1.9
O=C(CSc1nc(-c2ccc(F)cc2)cc(C(F)(F)F)n1)NCc1ccco1
    -0.5, -0.5, -1.2, 0, -0.1, 1, 0.6, -6, -0.7, 10, -0.1
CN1CCN(C(=O)C23CC4CC(C2)CC(c2ccccc2)(C4)C3)CC1
    0.6, -0.1, -1.5, -2, -1.8, -1, 2.9, -4, -0.3, -8, 2.5
C[C@@H]1c2ccccc2N2C[C@H](Cc3ccc(C(=O)c4ccccc4)cc3)C[C@@H]12
    1.3, 0.1, -1.4, 3, 2.0, 0, -1.7, -4, 0.3, -3, 2.8
O=C(NCc1ccccc1)OC1CC2CC1[C@H]1CCCCN1C2 (stereo not given in full)
    0.0, -1.8, -1.3, 0, ·, 2, ·, -1, 0.0, -1, 2.5
O=C(CSC1=NS(=O)(=O)c2cc(Cl)ccc2N1)Nc1cccc(F)c1
    -0.2, -0.6, -1.4, 2, 0.1, 2, -0.6, 0, 0.2, -69, 0.0

# Hits appear at their usual frequency; overall some 6.7% were active at least once.
